Compound activity (PubChem)
tuberculosis growth = growth inhibition of non-replicating M. tuberculosis (AID 488890); Mycobacterium tuberculosis non-replicating, growth inhibition; higher % means a stronger effect; inhibition, % at 25 µM; hits with a dose series show IC50 in µM; 320,000 compounds, 0.39% hits; in the data active means a potency from the dose series; inconclusive means inhibition mostly from about 82% at the one dose, without a potency; inactive means the rest, 99 in 100 with inhibition below about 76%;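 further: plate controls were DMSO cells for no effect and high antibiotic wells for full effect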
inhibitors of VEEV = inhibitors of VEEV TC-83 cytopathic effect, confirmation, Vero cells (AID 588727); Vero cells, VEEV TC-83 cytopathic effect inhibition; higher % means a stronger effect; one-dose inhibition, % at 20 µM; IC50 in µM for titrated hits; 350,000 compounds, 0.13% hits; in the data active means a potency from the dose series; inconclusive means inhibition mostly from about 14% at the one dose, without a potency; inactive means the rest, 99 in 100 with inhibition below about 12%; further: strong numbers were not always called active
influenza NS1A = H1N1 influenza NS1A inhibitors, functional cell based assay (AID 504329); NS1A functional cell-based assay, percent inhibition; higher % means a stronger effect; inhibition, % at 12.5 µM; hits with a dose series show IC50 in µM; 340,000 compounds, 0.3% hits; in the data active means a potency from the dose series; inconclusive means inhibition above about 27% without an active follow-up result; further: strong numbers were not always called active
PhoP GFP inhibition = Inhibition of PhoP regulon, Salmonella typhi GFP reporter cells, confirmation, 4 h (AID 1850) | Salmonella Typhi PhoP-promoter GFP reporter, fluorescence, 4 h; higher % means a stronger effect | inhibition, % at 50 µM; hits with a dose series show IC50 in µM | 310,000 compounds, 0.33% hits; in the data active means a potency from the dose series; inconclusive means inhibition mostly from about 25% at the one dose, without a potency; inactive means the rest, 99 in 100 with inhibition below about 19%;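 further: 0% = induced wells with vehicle and 100% = uninduced wells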
M. tuberculosis HTS = M. tuberculosis growth inhibition, HTS (AID 449762) | 330,000 compounds, 0.59% hits | one-dose inhibition, % at 25 µM; IC50 in µM for titrated hits | M. tuberculosis H37Rv growth inhibition, 7H9 media; higher % means a stronger effect; in the data active means a potency from the dose series; inconclusive means inhibition above about 70% without an active follow-up result;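 further: bacterial growth assessed after seven days of incubation; strong numbers were not always called active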
inhibitors of VEEV 10K pilot screen = also measured in inhibitors of VEEV; calls as there; inhibition, %; measured here: 10K pilot screen inhibition
* marks the source's active call; other numbers are inactive results; i = inactive; ? = inconclusive; / = no result given. No enrichment for hits; overall some 1.5% were active at least once.

SMILES	tuberculosis growth	inhibitors of VEEV	influenza NS1A	PhoP GFP inhibition	M. tuberculosis HTS	others
COc1cc2nc(=S)n3[nH]c(CCn4nc(C)cc4C)nc3c2cc1OC	-24%	3.0%	3%	6%	-5%
CCSc1nnc(Nc2ccc(C)cc2)s1	43%	2.8%	19%	10%	5%
O=C(Cc1ccccc1)c1c[nH]c(C(=O)NCCCN2CCOCC2)c1	-7%	i	1%	11%	-1%
COC(=O)[C@H](Cc1ccccc1)NC(=O)Cn1cnc2c(OCc3ccccc3)ncnc21	6%	i	0%	/	1%
CC(=O)c1ccccc1C(=O)N1CCC(n2nccc2NC(=O)C2CC2)CC1	-7%	3.1%	-1%	-9%	-7%
COc1ccc(/C(=C/c2ccc(OC(F)F)c(OC)c2)C(=O)O)cc1OC	20%	1.4%	-7%	-2%	-6%
Cc1cc(Cl)c(S(=O)(=O)NC(C(=O)O)c2ccccc2)cc1OCC(N)=O (stereo not given)	-1%	1.6%	17%	3%	-10%	inhibitors of VEEV 10K pilot screen=0.1
CCCCOc1c(Cl)cc(C(=O)N2CCN(CC(=O)N3CCCC3)CC2)cc1OCC	/	7.2%	14%	/	/
CCOC(=O)C1=C(COC(=O)CCOc2ccccc2C)NC(=O)NC1C (stereo not given)	23%	i	-2%	2%	-7%
Cc1cc(-c2nnc(SCc3ccccn3)o2)no1	?	0.3%	-4%	-8%	0%
COc1ccc2oc(C(=O)OCC(=O)NCc3ccccc3OC)c(C)c2c1	-2%	0.6%	0%	-6%	-5%
CCCc1cc(=O)oc2cc(OC3CCCCC3=O)ccc12 (stereo not given)	13%	i	-4%	3%	6%
Cc1ccc(C)n1-c1cccc(S(=O)(=O)N2CCOCC2)c1	9%	1.1%	6%	12%	-5%
COc1cccc(CC(NC(C)=O)C(=O)NC2CCN(C(=O)c3ccc(Cl)cc3)CC2)c1OC (stereo not given)	-4%	0.3%	2%	1%	0%
Cc1c(Cl)cccc1NC(=O)COC(=O)c1c2c(nc3ccccc13)CCN(Cc1ccccc1)C2	-20%	11%	3%	-9%	8%
O=C(c1cc2cc(Cl)ccc2[nH]1)N1CCN(c2ccccc2F)CC1	-11%	0.8%	-25%	-2%	4%
O=C(CN1CCN(C(=O)c2ccccc2)CC1)Nc1ccc(Br)cn1	4%	2.0%	-8%	-2%	1%
CCN(CC)CCn1c2c(c(SCC(=O)NCc3ccccc3)nc1=O)CCCC2	-6%	1.7%	-6%	4%	-10%
Cn1cc(/C=C(\NC(=O)c2ccccc2)C(=O)NCCN2CCOCC2)c2ccccc21	-3%	i	-5%	4%	0%
CCC(=O)Nc1ccc(C2C(=O)c3ccccc3C2=O)cc1	1%	i	0%	-9%	5%

The closing 6 entries of the section above open the next one:
SMILES	tuberculosis growth	inhibitors of VEEV	influenza NS1A	PhoP GFP inhibition	M. tuberculosis HTS	others
Cc1c(Cl)cccc1NC(=O)COC(=O)c1c2c(nc3ccccc13)CCN(Cc1ccccc1)C2	-20%	11%	3%	-9%	8%
O=C(c1cc2cc(Cl)ccc2[nH]1)N1CCN(c2ccccc2F)CC1	-11%	0.8%	-25%	-2%	4%
O=C(CN1CCN(C(=O)c2ccccc2)CC1)Nc1ccc(Br)cn1	4%	2.0%	-8%	-2%	1%
CCN(CC)CCn1c2c(c(SCC(=O)NCc3ccccc3)nc1=O)CCCC2	-6%	1.7%	-6%	4%	-10%
Cn1cc(/C=C(\NC(=O)c2ccccc2)C(=O)NCCN2CCOCC2)c2ccccc21	-3%	i	-5%	4%	0%
CCC(=O)Nc1ccc(C2C(=O)c3ccccc3C2=O)cc1	1%	i	0%	-9%	5%
COc1cccc(OC)c1C(=O)OCC(=O)N1CCC(Cc2ccccc2)CC1	-16%	0.5%	6%	/	1%
Cc1csc(NC(=O)Cc2ccc(Cl)cc2)n1	49%	5.4%	1%	-1%	1%
COc1ccccc1NC(=S)NCc1ccc2c(c1)OCO2	54%	1.3%	-3%	7%	-9%
CCOC(=O)CN1C(=O)N(CC(=O)OCC)C(c2ccccc2)(c2ccccc2)C1=O	7%	0.2%	3%	9%	-7%
CCCOC(=O)c1c(N)sc(C(=O)OCC)c1C	11%	i	9%	-9%	-5%
O=c1c2c(nc3nc(Cc4ccccc4)[nH]n13)CCC2	15%	i	-8%	1%	1%
Oc1csc(Cc2nc(-c3ccc(-c4ccccc4)cc3)cs2)n1	-8%	3.8%	7%	-1%	-9%
O=C(O)c1ccccc1NS(=O)(=O)c1ccc(NN=Cc2ccccc2F)c([N+](=O)[O-])c1	68%	2.0%	20%	/	3%
COC(=O)c1ccc(C)c(NC(=O)c2ccc(Cl)c([N+](=O)[O-])c2)c1	3%	0.7%	5%	4%	3%
CCCNC(=S)N1CC2(C)CN(C(=O)C(=O)OC)CC(C)(C1)C2=O	6%	2.5%	-2%	4%	-4%
CC1(C)CC(=O)C(C=NCCN2CCN(C(=O)NC34CC5CC(CC(C5)C3)C4)CC2)=C(O)C1	/	0.2%	-3%	/	/
COCc1cc(C)n(CC(=O)Nc2ccc(Cl)cc2Cl)c(=O)c1C#N	0%	0.4%	-2%	2%	5%
Cc1[nH]c2ccccc2c1Cc1nnc(SCC(=O)NCc2ccco2)o1	62%	0.3%	-4%	-5%	-5%
Cc1nc2c(-c3ccccc3)c(C)[nH]n2c(=O)c1Cc1ccccc1	28%	8.9%	/	-2%	?
Cc1ccc(NC2CC(=O)N(Cc3ccccc3)C2=O)cc1 (stereo not given)	13%	3.7%	3%	-3%	5%
C=CCc1ccccc1OCCNCc1ccccc1	41%	i	-7%	10%	2%
CCCCCCC(=O)N(O)C1CC(=O)N(c2ccc(Br)cc2)C1=O (stereo not given)	?	2.0%	1%	10%	2%
COCCCNC(=O)CCn1c(=O)c2ccccc2n(CC(=O)Nc2ccccc2C)c1=O	0%	1.0%	5%	2%	-2%
COc1ccccc1C1CCN(C(=O)C2CCCCC2)CC1	12%	i	-9%	-1%	10%
COC(=O)C1=C(c2c(C)noc2C)C[C@@H]2CC[C@H]1N2C(=O)NCCOc1ccc(OC)cc1	6%	1.3%	-4%	/	-9%
CC1=C(C)CC2(CC1)C(=O)NC(=O)NC2=O	/	0.5%	-9%	/	/
O=C(Cc1ccc(Cl)cc1)Nc1ccc(Cl)cn1	78%	1.8%	1%	0%	6%
CCOc1ccc2nc(NC(=O)CS(=O)(=O)c3ccccc3)sc2c1	11%	7.8%	-7%	5%	?
O=C(O)c1cc(N/N=C/c2ccc3c(c2)OCO3)ccc1Cl	-12%	i	2%	-11%	-5%
CC(=O)c1ccc(OC(C)C(=O)NC2CCCCC2C)cc1 (stereo not given)	-4%	0.7%	5%	/	-10%
CN(Cc1nccn1C)C(=O)C1CCC(=O)N(Cc2cccc(C(F)(F)F)c2)C1 (stereo not given)	-17%	0.5%	0%	3%	0%
O=C(CSc1ccc2nnc(-c3cccnc3)n2n1)Nc1ccc(F)cc1	-7%	9.6%	14%	11%	0%
Clc1ccc(CSc2nnc(-c3sccc3-n3cccc3)o2)cc1	23%	6.1%	-2%	3%	3%
C#CCOc1c(/C=C\c2nc(O)c([N+](=O)[O-])c(=O)[nH]2)cc(Br)cc1OC	44%	1.1%	-6%	-6%	1%
O=C(Nc1nccs1)C1CCN(S(=O)(=O)c2ccccc2)CC1	-3%	0.9%	5%	9%	2%
O=C1NC(CCO)C(=O)NC1CCO (stereo not given)	/	2.6%	-7%	/	/
Cc1ccc(CNC(=O)COc2ccc3c(c2)CCC3)cc1	/	i	-4%	-6%	13%
O=C(CN1CCN(c2ccccn2)CC1)Nc1ccc(F)c(F)c1	44%	1.8%	15%	2%	-4%
COc1ccc2cc(C(=O)NCc3ccccc3)c(=O)oc2c1	i	1.5%	-4%	-11%	8%
COc1cccc(/C=N/NC(=O)c2cc(-c3cccn3C)n[nH]2)c1	29%	1.1%	10%	-2%	-14%
Cc1ccc(Nc2nc(CSc3nnc(-c4cccnc4)n3-c3ccccc3F)cs2)cc1	16%	0.1%	14%	-7%	-1%
COc1ccc(N2CCN(CCCNC(=O)C3CCC(CNc4nc(=S)[nH]c5ccccc45)CC3)CC2)cc1 (stereo not given)	?	7.0%	14%	5%	?
CS(=O)(=O)N1CCN(Cc2ccccc2C(F)(F)F)CC1	-7%	0.7%	4%	5%	-1%
COc1ccc(C(=O)NC(=S)NNC(=O)c2ccco2)cc1	/	3.6%	6%	19%	70%
COc1ccc(/C=N/NC(=O)Cn2nc(C)c([N+](=O)[O-])c2C)cc1	0%	0.5%	-8%	1%	2%
COc1ccc(/C=N/NC(=O)Cn2c(Cc3ccc(OC)c(OC)c3)nc3ccccc32)cc1OC	-5%	1.4%	-4%	8%	-2%
COc1ccc(Cc2nnc(N/N=C/c3ccc(N(C)C)cc3)[nH]c2=O)cc1OC	13%	0.6%	-1%	-4%	10%
Fc1cccc(NC(=S)N2CCCC2)c1	-7%	1.1%	3%	-4%	5%	inhibitors of VEEV 10K pilot screen=0.7
O=C(COC(=O)c1ccc2c(=O)n3c(nc2c1)CCC3)Nc1ccc(OC(F)F)cc1	13%	0.7%	1%	0%	2%
CCCCCC(=O)N1CCCC(c2nc(-c3ccc(OC)cc3)no2)C1 (stereo not given)	27%	1.9%	-4%	-1%	5%
COc1ccc(-c2n[nH]c(=S)n2-c2ccc3c(c2)OCCO3)cc1OC	-9%	3.8%	4%	-8%	0%
CC(C)C(C(=O)Nc1ccc(S(=O)(=O)N2CCOCC2)cc1)N1C(=O)c2ccccc2C1=O (stereo not given)	/	i	-3%	-1%	/
Cc1cc(C)c(-n2c(SCc3nc4ccccc4s3)n[nH]c2=O)c(C)c1	19%	0.2%	4%	-1%	1%
CC1CCCCN1CC(=O)Nc1ccc(Oc2ccccc2)cc1 (stereo not given)	52%	1.4%	10%	0%	-11%
Cc1oc(-c2cccc(F)c2)nc1CN1CCCN(C(=O)c2ccco2)CC1	5%	0.5%	5%	3%	1%
O=C(c1ccco1)N1CCN(Cc2ccccc2F)CC1	-15%	i	-2%	2%	5%
CC1CCN(S(=O)(=O)c2ccc(NC(=O)CN3C(=O)NC(C)(c4ccccc4)C3=O)cc2)CC1 (stereo not given)	32%	6.0%	0%	-1%	-1%
COc1ccc(C(=O)N[C@H](C(=O)OCC(=O)NC(=O)c2cccn2C)C(C)C)cc1	-28%	0.1%	0%	-8%	-11%
O=[N+]([O-])c1ccc(N2CCN(c3cccc(Cl)c3)CC2)nc1	1%	0.4%	5%	3%	-5%
CC(NC(=O)COC(=O)c1ccc2ccccc2n1)c1ccccc1 (stereo not given)	40%	0.3%	6%	/	11%
O=C(COC(=O)/C(=C/c1cccs1)c1cccs1)NC(c1ccccc1)c1ccccc1	-22%	1.8%	-4%	5%	5%
CN(C)c1nc(N)nc(Cn2ccnc2)n1	-20%	i	0%	5%	-9%
CCOc1cc(/C=C(\C#N)c2[nH]nc(N)c2C#N)ccc1O	12%	0.8%	8%	6%	0%
CCOc1ccc(Oc2ccc(-c3nnc(-c4ccccc4)o3)cc2[N+](=O)[O-])cc1	23%	3.6%	4%	9%	12%
Cc1ccccc1-c1nc2sc(-c3ccccc3)cc2c(=O)o1	?	i	2%	10%	58%

Continued (3 carried over from the part before).
SMILES	tuberculosis growth	inhibitors of VEEV	influenza NS1A	PhoP GFP inhibition	M. tuberculosis HTS	others
CCOc1cc(/C=C(\C#N)c2[nH]nc(N)c2C#N)ccc1O	12%	0.8%	8%	6%	0%
CCOc1ccc(Oc2ccc(-c3nnc(-c4ccccc4)o3)cc2[N+](=O)[O-])cc1	23%	3.6%	4%	9%	12%
Cc1ccccc1-c1nc2sc(-c3ccccc3)cc2c(=O)o1	?	i	2%	10%	58%
COc1cc(NS(=O)(=O)c2ccc(NC(=S)NC(=O)c3sc4ccccc4c3Cl)cc2)nc(OC)n1	26%	0.5%	26%	-5%	0%
COc1cc(C2NC(=O)NC(C)=C2C(=O)OC2CCCCC2)cc(Cl)c1O (stereo not given)	40%	2.6%	-6%	1%	3%
COC(=O)C1=C(Cn2cnc3ccccc32)NC(=O)NC1c1cc(C)ccc1C (stereo not given)	63%	7.4%	-5%	4%	7%
COc1ccc(/C=C/C(=O)OCC(=O)NC(=O)NC(C)(C)C)cc1	?	1.4%	-9%	-1%	14%
CCn1cc(CNC(=O)/C=C/c2ccc([N+](=O)[O-])cc2)cn1	-6%	0.9%	4%	-10%	1%
COc1ccc(C(=O)OC(C)C(=O)NC2CCCCC2C)cc1S(=O)(=O)N1CCOCC1 (stereo not given)	-12%	2.3%	-1%	8%	-7%
